CDK5 inh: inhibitors of human CDK5/p35 kinase, primary screen, biochemical, single concentration; 0.01% of 330,000 active; Cyclin-dependent kinase 5 (Homo sapiens) + Cyclin-dependent kinase 5 activator 1 (Homo …; inhibition, % at 10 µM; Recombinant CDK5/p35, ADP-Glo luminescence, 60 min; AID 488839, 2010;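 active = highest replicate inhibition of at least 50% and at least 75% of replicates reaching 50%; inconclusive = only one of the two criteria met; inactive = both criteria failed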;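 also: plate controls were DMSO neutral control for no effect and GW8510 at 10 µM for full effect; many of its hits are not listed in these tables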
Rtt109 Vps75: inhibitors of C. albicans Rtt109/Vps75 HAT, primary screen, biochemical, ThioGlo CoA-SH fluorescence, plate reader; Histone acetyltransferase RTT109 (Candida albicans (strain SC5314 / ATCC MYA-2876)), …; purified Rtt109/Vps75, 4 h; inhibition, % at 34.9 µM; 0.16% of 330,000 active; AID 540336, 2011;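 active = inhibition of at least 50% in every replicate; inconclusive = best replicate reaches 50% inhibition but some replicates fall short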
Target sequence (Q5AAJ8 whole entry, looked up): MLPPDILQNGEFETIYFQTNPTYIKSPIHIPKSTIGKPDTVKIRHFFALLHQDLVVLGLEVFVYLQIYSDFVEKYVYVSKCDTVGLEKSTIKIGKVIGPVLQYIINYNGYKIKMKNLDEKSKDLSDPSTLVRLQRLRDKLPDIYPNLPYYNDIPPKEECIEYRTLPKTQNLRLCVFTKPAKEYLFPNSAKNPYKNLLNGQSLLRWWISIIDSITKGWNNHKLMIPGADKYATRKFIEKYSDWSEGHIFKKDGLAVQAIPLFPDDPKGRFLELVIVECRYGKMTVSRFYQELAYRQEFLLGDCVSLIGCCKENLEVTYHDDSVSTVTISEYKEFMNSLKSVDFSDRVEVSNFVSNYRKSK
dFosB activator: activators of delta FosB homodimer, primary screen, biochemical, fluorescence polarization, TAMRA-CDK5 oligo, single point; purified delta FosB; percent of positive-control signal above neutral wells; activation, % at 25 µM; 0.99% of 340,000 active; AID 493131, 2011;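 active = mean activation above about 17%, with every replicate also reaching it, limit read from the data, passing the limit was not always enough; inconclusive = only one of the two conditions met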;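 also: fluorescence polarization rise as delta FosB binds a TAMRA Cdk5 AP-1 oligo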
Target sequence (P13346 whole entry, looked up): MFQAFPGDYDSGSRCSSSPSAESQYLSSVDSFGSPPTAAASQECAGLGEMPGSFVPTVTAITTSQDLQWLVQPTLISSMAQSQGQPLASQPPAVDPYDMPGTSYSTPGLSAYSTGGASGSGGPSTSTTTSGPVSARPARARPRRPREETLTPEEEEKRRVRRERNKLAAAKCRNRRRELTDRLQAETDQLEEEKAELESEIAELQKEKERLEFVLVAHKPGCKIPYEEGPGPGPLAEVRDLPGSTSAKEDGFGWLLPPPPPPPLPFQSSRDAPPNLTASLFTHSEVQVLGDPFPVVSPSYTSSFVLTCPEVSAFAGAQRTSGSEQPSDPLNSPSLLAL
CAL PDZ FP-1: untagged CAL PDZ binding inhibitors, primary screen, biochemical, fluorescence polarization, HTS. 0.92% of 300,000 active. Golgi-associated PDZ and coiled-coil motif-containing protein (Homo sapiens), Q9HD26. inhibition, % at 24.9 µM. AID 602252, 2012. purified CAL PDZ, TMR-peptide fluorescence polarization, 1 h;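 active = mean inhibition of at least 30% with at least half of replicates also reaching 30%; inconclusive = no clear call, values can overlap the other calls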;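 also: 0% = DMSO neutral control and 100% = excess unlabeled competitor peptide PRC23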
Tat transport: E. coli Tat export inhibitors, primary screen, MC4100, TorA-mCherry reporter, fluorescence, single point; inhibition, % at 10 µM; AID 488895, 2010; 0.036% of 340,000 active;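 active = mean replicate inhibition at least 50% and at least half of replicates individually reaching 50%; inconclusive = only one of the two criteria met; inactive = neither criterion met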;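 also: exported cargo escapes ClpAP degradation while cytoplasmic cargo is degraded and loses fluorescence; 0% = median of neutral control wells and 100% = median of NaSCN control wells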
Wnt act: Wnt/beta-catenin pathway activators, primary screen, cell-based, plate reader, single point | Wnt/beta-catenin reporter cell assay, activator | activation, % at 9.35 µM | 1.2% of 300,000 active; in the data active = activation above about 30%, passing the limit was not always enough; inconclusive = no clear call, values can overlap the other calls;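 also: 0% = neutral control wells and 100% = positive control wells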
CAL PDZ FP-2: CAL PDZ peptide-binding inhibitors, primary screen, biochemical, fluorescence polarization, Cer-tagged CAL PDZ, HTS. AID 504414, 2011. purified CAL PDZ, TMR-peptide fluorescence polarization, 1 h. inhibition, % at 20 µM. Golgi-associated PDZ and coiled-coil motif-containing protein (Homo sapiens), Q9HD26. 0.02% of 330,000 active;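 active = highest replicate inhibition of at least 40%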;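 also: plate controls were DMSO neutral control wells for no effect and unlabeled competitor peptide control wells for full effect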
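Read-out basis: mP drop reported as inhibition | Assay system: Tagged CAL PDZ protein CerCALP, purified | Benchmarks: Unlabelled peptide for full inhibition, DMSO wells as neutral | Schedule: 1 h incubation at room temperature before polarization reading | Buffer or medium: Sodium phosphate/NaCl buffer pH 7.4 with TCEP, IgG, Thesit | Doses: Single point, 20 µM | Measured by: Fluorescence polarization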
MITF TRPM1 HTS: activators of MITF-driven TRPM1 promoter reporter, primary screen, cell-based, SK-MEL-5, luciferase, single point. SK-MEL-5 TRPM1-promoter luciferase, 24 h; % of positive control, neutral wells = 0. activation, % at 12.5 µM. 0.75% of 300,000 active;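 active = mean activation of at least 80% with every replicate also reaching 80%; inconclusive = mean reaches 80% but some replicate falls short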;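 also: 0% = neutral control wells and 100% = parthenolide positive control wells; values of inactives mirror those of a sister screen read the other way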
cardiac RTF act: cardiac RTF calcium sensitivity activators, primary screen, biochemical, IANBD-TnC fluorescence, EC20 calcium; Troponin I, cardiac muscle (Homo sapiens) + Troponin T, cardiac muscle (Homo sapiens) + …; IANBD-labeled TnC RTF fluorescence at EC20 calcium; 0% EC20 calcium, 100% full calcium; activation, % at 7.2 µM; 0.24% of 340,000 active; AID 493008, 2010;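 active = activation above the mean over all tested compounds plus 3 SD, cut at about 30% in these data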;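 also: rise in fluorescence read as greater calcium sensitivity of cardiac thin filaments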
V-ATPase pH: regulators of yeast V-ATPase proton pumping, primary screen, pHLuorin cytosolic pH fluorescence; S. cerevisiae; response, % at 10 µM; AID 504577, 2011; 0.37% of 350,000 active; in the data active = response mostly above about 7.3%, no sharp cut-off; inactive = mostly below about 5.4%; also: actives read high; inactives centre near 0; some compounds called inactive have numbers as strong as hits
An asterisk follows results filed as active; ? = inconclusive; / = not tested or not shown.

Every second line gives: CDK5 inh, Rtt109 Vps75, dFosB activator, CAL PDZ FP-1, Tat transport, Wnt act, CAL PDZ FP-2, MITF TRPM1 HTS, cardiac RTF act, V-ATPase pH
COc1ccc(CC(=O)N2N=C(C)CC2(O)c2cccnc2)cc1OC (stereo unspecified)
    -0.1, -5, 0, -5, -7, -1, -0.9, 11, -3, -4
CCN(CC(=O)Nc1cc(Cl)ccc1C)C(=O)CN1C(=O)NC2(CCCC2)C1=O
    0.5, -4, -8, -3, -2, -1, -2.2, -7, 1, -3
CCOc1ccc(NC(=O)CSC2=NCCN2)cc1
    2.2, 2, 6, 4, -5, 2, -0.6, 7, 5, -3
CCC1(c2ccc(F)cc2)NC(=O)N(CC(=O)N2CCN(C(=O)c3cccs3)CC2)C1=O (stereo unspecified)
    -0.3, 13, -2, -3, -1, 2, -0.3, -19, -3, -8
Cc1cccc(-n2c(Cc3ccccc3)nnc2SCC(=O)N2CCOCC2)c1
    0.4, 1, -6, -2, 1, 2, /, 2, 3, 4
CC(=O)c1cccc(NC(=O)c2cccc3ccccc23)c1
    -0.8, -2, -6, 52*, -6, 4, -1.1, 2, -7, 0
CCOC(=O)/C(=C\c1ccc(OC)c(OC)c1)C(=O)c1cccnc1
    -1.1, 2, -3, /, -4, -2, -0.1, -7, 3, -7
O=C(NCC1CCCO1)c1ccc(NS(=O)(=O)c2cccc([N+](=O)[O-])c2)cc1 (stereo unspecified)
    0.4, 9, 3, -4, -1, -3, -1.4, 3, 1, 5
NC(=O)C1=C(N)c2ccccc2C1c1ccccc1 (stereo unspecified)
    -1.1, 7, -4, -2, 0, -5, -0.2, 11, -4, 5
Cc1ccc(S(=O)(=O)NC(=S)NC2CCCCC2)cc1
    1.1, -6, -2, 2, 4, 1, 0.2, -5, -5, 0
C/C(CC(=O)Nc1ccc(Cl)c(Cl)c1)=N\NC(=O)Cc1ccccc1
    /, 1, 2, -4, 0, -2, -0.7, 14, -2, -3
O=C(O)c1cnc2ccccc2n1
    -8.5, -3, -2, -4, 2, 0, -0.6, -7, -2, 1
Cc1nn(C)cc1S(=O)(=O)N1CCN(Cc2cccc(Cl)c2)CC1
    -3.0, -9, 1, -8, -2, -2, /, 4, 3, 7
COc1ccc(/C(N)=N/OC(=O)/C=C/c2ccccc2)cc1
    -1.4, /, -3, -1, -7, ?, -4.3, 27, -3, -11
COc1ccccc1N1CCN(/N=C/c2ccc(O)cc2O)CC1
    0.1, -1, 2, 78*, 1, 37*, /, 62, 1, 0
CC(C)(C)OC(=O)N1CCC(C(=O)Nc2cccc(C(=O)NC3CC3)c2)CC1
    0.4, 5, -1, 0, -2, -3, -1.1, -5, 15, -1
O=C1OC[C@H]2CCCN2C(=O)[C@@H](CC(=O)N(CCO)Cc2ccccc2)C/C=C\CC[C@@H]1Cc1ccc(F)cc1
    -1.6, 5, -15, 2, -39, 0, -0.2, -8, -4, 0
N#Cc1cccc(NC(=O)CSc2nnc(-c3n[nH]c4ccccc34)o2)c1
    -1.3, /, ?, 8, -2, 12, -0.8, 23, -1, -3
Nc1nc2n(n1)C(c1ccc(Cl)cc1)CC(c1ccc(F)cc1)N2 (stereo unspecified)
    2.1, -6, -2, 0, -1, -4, 0.0, -1, -6, -1
OCC(O)C(O)CC1SCCS1 (stereo unspecified)
    1.8, 4, 0, -3, -4, 0, -0.8, -3, 2, 13*
CCOc1ccccc1NC(=O)COC(=O)C1CCC1
    0.6, 6, 1, -4, -2, 0, 0.6, -14, 1, 4
O=C(NCc1ccncc1)c1ccc(S(=O)(=O)Nc2ccccc2)cc1
    -1.1, -3, -1, -3, 2, -5, -2.0, -4, 5, 6
CCCCn1c(N)c(N(CCC(C)C)C(=O)c2cccc(-n3cnnn3)c2)c(=O)[nH]c1=O
    0.2, -5, -5, -5, 3, 0, -2.1, -1, -7, -1
C1=CC2C3C=CC(C3)C2C1 (stereo unspecified)
    -0.6, -13, -7, 4, -3, 0, -2.1, 11, 5, -2
COc1ccccc1-n1nnnc1SC(C)C(=O)NC1CCCC1 (stereo unspecified)
    1.0, -5, -1, 4, -20, 3, -1.5, -6, 1, 0
OCCC1CN(Cc2cccn2-c2ncccn2)CCN1C1CCCC1 (stereo unspecified)
    -2.1, 0, 4, 1, -2, 0, -1.1, -13, -1, -1
O=C(O)c1cnn(-c2nc(-c3ccc(F)cc3)cs2)c1C(F)(F)F
    -3.1, -6, -13, 1, -1, 3, /, 24, 4, 2
O=C(O)c1cccc(S(=O)(=O)NCCc2ccccc2)c1
    -0.3, 5, -9, 0, -3, 0, -0.8, 2, 7, 6
O=C1N/C(=N/O)S/C1=C/c1cccc([N+](=O)[O-])c1
    -0.9, -14, 0, 3, -6, 52*, 0.8, 6, -2, 2
COc1ccccc1N1CCN(C(=O)CSc2nc3ccccc3nc2N2CCCCC2)CC1
    0.4, 6, -6, /, 15, -3, -0.4, /, -3, 3
CCNC(=S)N1CCN(CCNC2=CC(=O)CC(C)(C)C2)CC1
    -1.4, -6, -9, 0, 5, -1, -2.7, 5, 1, -1
COC(=O)C(CCSC)NC(=O)c1cccc([N+](=O)[O-])c1 (stereo unspecified)
    -2.5, 4, -1, 0, 0, /, /, -14, -7, -3
CCCN(CCC)Cc1c(C(=O)N/N=C/c2ccncc2)nnn1-c1nonc1N
    -1.6, -1, 14, -1, 1, -3, -1.3, 4, -2, -1
CC(C)c1nnc(NC(=O)CS(=O)(=O)Cc2ccccc2)s1
    -0.3, 7, 3, -3, 5, -2, -2.6, -5, 4, 1
COC(=O)c1ccc2c(=O)n(CC3CCCO3)c(=S)[nH]c2c1 (stereo unspecified)
    -2.3, 0, -3, -2, 13, /, -3.2, -10, 9, 3
O=C(COC(=O)c1ccccn1)NNC(=O)c1ccc(Br)cc1
    -2.4, -3, -3, 0, 12, 5, 0.0, 5, -2, -3
CCN(CC(=O)Nc1cccc(C(C)=O)c1)S(=O)(=O)c1ccc(C)cc1
    -1.0, -3, -6, -4, -7, -1, -2.5, -5, 6, 1
CC(C)C(Cl)=NOC(=O)Nc1ccc(S(N)(=O)=O)cc1
    2.6, -2, 0, -7, -25, -5, -0.2, /, -5, 1
O=C1N[C@@H](Cc2ccccc2)C(=O)N2[C@H]1C[C@]1([C@]34C[C@H]5C(=O)N[C@@H](Cc6ccccc6)C(=O)N5[C@H]3N(S(=O)(=O)c3ccccc3)c3ccccc34)c3ccccc3N(S(=O)(=O)c3ccccc3)[C@H]21
    0.4, 6, -2, -5, 1, -14, 0.7, 8, -1, -1
CCC(=O)Oc1ccc(C(=O)Nc2ccc([N+](=O)[O-])cc2)cc1
    -0.1, 0, -14, -4, -7, 0, -3.0, 68, 0, -1
O=C1C(Cl)=C(Nc2ccc3cn[nH]c3c2)C(=O)c2ccccc21
    2.2, -2, -15, 4, -4, -18, /, -104, 2, 1
CC(C)(C)CC(=O)NCc1ccc(F)cc1
    -2.1, 10, -2, 4, -11, -2, -0.2, -2, 5, -2
Cc1cc(C)c(NC(=O)CNC(=O)COC(=O)CNC(=O)c2ccc(Cl)cc2Cl)c(C)c1
    -3.5, -1, 2, 3, -2, 2, -2.7, -1, -4, 3
Cc1cc(NC(=S)Nc2ccc(C)c(Cl)c2)n[nH]1
    1.6, -2, -3, -3, 8, ?, -1.7, 91*, 0, 2
CCn1c(Cc2ccc(OC)cc2)nnc1SCC(=O)NC1CCCCC1
    1.2, 4, -2, -1, -16, /, -2.8, -3, -25, 0

Complete entries as entered above.
`O=C(NCc1ccncc1)c1ccc(S(=O)(=O)Nc2ccccc2)cc1` in the list: CDK5 inh = -1.1; Rtt109 Vps75 = -3; dFosB activator = -1; CAL PDZ FP-1 = -3; Tat transport = 2; Wnt act = -5; CAL PDZ FP-2 = -2.0; MITF TRPM1 HTS = -4; cardiac RTF act = 5; V-ATPase pH = 6
`COC(=O)C(CCSC)NC(=O)c1cccc([N+](=O)[O-])c1` (stereo unspecified) in the list: CDK5 inh = -2.5; Rtt109 Vps75 = 4; dFosB activator = -1; CAL PDZ FP-1 = 0; Tat transport = 0; Wnt act = /; CAL PDZ FP-2 = /; MITF TRPM1 HTS = -14; cardiac RTF act = -7; V-ATPase pH = -3

(next part)
structure,CDK5 inh,Rtt109 Vps75,dFosB activator,CAL PDZ FP-1,Tat transport,Wnt act,CAL PDZ FP-2,MITF TRPM1 HTS,cardiac RTF act,V-ATPase pH
COc1ccc(C2N(C(=O)CN3CCOCC3)CCN2S(=O)(=O)c2ccccc2)cc1 (stereo unspecified),0.4,4,8,1,-12,0,0.0,-7,-1,2
O=C(N1CCCCC1)N1CCN(C(c2ccccc2)c2ccccc2)CC1,-0.3,12,-2,-18,0,/,0.2,4,-5,-2
COc1ccc(NS(=O)(=O)c2cc(NC(=O)c3cccnc3Cl)ccc2N2CCCC2)cc1,-1.1,25,-12,6,-3,-5,0.3,-2,0,-5
COCCN(CC1CCCN(C2Cc3ccccc3C2)C1)C(=O)CSC (stereo unspecified),-0.8,2,-3,2,3,1,0.2,/,-3,1
COc1ccc(-c2cn(CCO)c(CCN)n2)cc1,0.5,-7,-3,-7,-6,10,-0.3,-5,2,-5
Cc1ccc(NC(=O)CCN2CCN(C/C=C/c3ccccc3)CC2)cc1,-1.3,4,-1,0,0,/,0.1,7,0,-4
COc1ccc(CC(C)NS(=O)(=O)c2ccc3c(c2)CCN3S(C)(=O)=O)cc1OC (stereo unspecified),0.3,4,-1,-3,-1,-1,-2.8,-7,1,-4
Cc1ccc(-c2nc(NCc3ccco3)n(C(=O)c3ccco3)n2)cc1,2.7,-10,2,0,-5,15,-1.9,60,0,-2

Screens: PubChem, several laboratories

Compounds were not picked by outcome. About 4.1% of those tested had a hit in this group.
